Ub-GFP proteasome: proteasome inhibitors stabilizing ubiquitin-GFP reporter. Ubiquitin-GFP reporter cells, proteasome inhibition, GFP fluorescence; response scale: untreated = 0%, 10 µM MG-132 = 100%. Potency, µM (highest dose often 45.9 µM), inactives show at the highest dose activation (GFP accumulation), usual class: activators. 67,000 tested, under 10 active. AID 526; active means well fitted activation curve with a large enough effect, not every such curve was filed as active; inconclusive means small, poorly fitted or top-dose-only effect, or another doubt; inactive means no such curve, though single readings can be large or run the other way; further: potency means the concentration at half of the fitted maximal effect
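Proteasome block read as GFP accumulation: ubiquitin(G76V)-GFP U2OS cells exposed to compound (2.9 nM–46 uM) for 4 hr at 37 C. Normalization used untreated cells as 0% and 10 uM MG-132 as 100%; concentration-response curves fitted.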
ERK AVP inh: inhibitors of vasopressin-stimulated ERK signaling pathway; HEK293-V1b, vasopressin-stimulated pERK AlphaScreen; Potency, µM (doses to about 57.5 µM), for the others: at the highest dose activity, negative = inhibition, hits mostly inhibitors; AID 995; 0.99% of 72,000 active; further: potency means the concentration at half of the fitted maximal effect; on the % scale 0 is the no-effect control and ±100 the full control effect; nearly all actives have a fitted effect of over 55% in size
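HEK293 cells stably expressing V1b receptor, seeded overnight in 1% FBS, were treated with compounds for 30 min at 37C, then stimulated 5 min with 25 nM vasopressin; phospho-ERK read by AlphaScreen SureFire after lysis.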
15-hLO inh: inhibitors of human 15-lipoxygenase (ALOX15); AID 887; purified 15hLO-1, xylenol orange hydroperoxide absorbance; 1.4% of 74,000 active; P16050; Potency, µM (doses to about 57.1 µM), inactives show at the highest dose activity change, negative = inhibition, usual class: inhibitors; further: potency means the concentration at half of the fitted maximal effect; on the % scale 0 is the no-effect control and ±100 the full control effect; nearly all actives have a fitted effect of over 55% in size
Target sequence (P16050 whole entry, looked up): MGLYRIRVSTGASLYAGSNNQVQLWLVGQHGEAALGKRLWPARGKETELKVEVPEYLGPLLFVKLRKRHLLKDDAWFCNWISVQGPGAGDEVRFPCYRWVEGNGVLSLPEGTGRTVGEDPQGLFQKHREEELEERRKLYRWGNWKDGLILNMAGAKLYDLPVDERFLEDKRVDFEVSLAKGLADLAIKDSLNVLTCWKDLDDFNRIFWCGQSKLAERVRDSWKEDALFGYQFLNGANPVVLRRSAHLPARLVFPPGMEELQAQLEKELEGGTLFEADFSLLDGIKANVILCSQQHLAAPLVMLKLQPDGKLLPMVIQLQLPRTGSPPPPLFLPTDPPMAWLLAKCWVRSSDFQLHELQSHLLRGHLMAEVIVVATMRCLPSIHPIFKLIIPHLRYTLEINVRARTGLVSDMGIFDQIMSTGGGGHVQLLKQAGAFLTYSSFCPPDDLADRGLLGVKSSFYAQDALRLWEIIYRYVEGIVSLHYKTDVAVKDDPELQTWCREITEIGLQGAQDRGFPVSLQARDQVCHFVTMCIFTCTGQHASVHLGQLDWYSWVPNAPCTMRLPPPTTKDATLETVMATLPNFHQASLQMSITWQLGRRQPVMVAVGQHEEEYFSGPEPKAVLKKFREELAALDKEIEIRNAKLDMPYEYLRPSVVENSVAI
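Inhibition is scored from a chromogenic endpoint. After 15 min enzyme-compound contact, arachidonic acid (50 uM final) reacts 6 min with 40 nM 15hLO-1 at room temperature, then Fe-XO reagent is added for 30 min and absorbance ratio recorded.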
Hsp90 Hop PPI: changes Hsp90-Hop TPR2A binding signal, up or down; AlphaScreen TPR2A-His6 binding biotin-Hsp90 C-terminal peptide; Potency, µM (top dose mostly 57 µM), inactives show at the top dose activity change, negative = inhibition; 0.44% of 71,000 active; AID 595; active means well fitted curve in either direction with a large enough effect; inconclusive means small, poorly fitted or top-dose-only effect, or another doubt; further: potency means the concentration at half of the fitted maximal effect; on the % scale 0 is the no-effect control and ±100 the full control effect; many of its hits are not listed in these tables
FLuc inh: inhibitors of firefly luciferase. 2.2% of 72,000 active. purified firefly luciferase, luminescence, 8 min. Potency, µM (doses to about 57.1 µM), inactives show at the highest dose activity change, negative = inhibition, hits mostly inhibitors. P08659; further: potency means the concentration at half of the fitted maximal effect; on the % scale 0 is the no-effect control and ±100 the full control effect; nearly all actives have a fitted effect of over 40% in size
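Compounds were tested as concentration series (qHTS) against purified P. pyralis luciferase with luciferin and 10 uM ATP in 50 mM imidazole pH 7.2, 50 mM KCl, 7 mM MgCl2, 0.01% Tween 20, 0.05% BSA. Luminescence was read after 8 min at ambient temperature.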
CRE Fsk mod: modulators of forskolin-stimulated CRE signaling in CHO cells; Potency, µM (doses to about 38.2 µM), without a hit: at the highest dose activity change, negative = inhibition, actives largely listed as activators; 2.5% of 71,000 active; CHO CRE-bla reporter (cAMP response element driving beta-lactamase), forskolin EC10, beta-lactamase ratio; active means well fitted activation curve with a large enough effect in the signal ratio, with a control signal flat, not every such curve was filed as active; inconclusive means small, poorly fitted or top-dose-only effect, or effect the other way, or a change in a side signal; the % refers to the signal ratio; further: potency means the concentration at half of the fitted maximal effect; % of control where 0% means no effect
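Modulation of forskolin-driven signalling is measured in CHO cells carrying a CRE-controlled beta-lactamase reporter. Cells are stimulated with EC10 NKH 477 in the presence of titrated compound for 3 h at 37 °C, then loaded with CCF4 for 2 h at room temperature.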
Pol III holo inh: inhibitors of bacterial DNA polymerase III holoenzyme; reconstituted DNA polymerase III holoenzyme replication, biochemical; Potency, µM (doses to about 57.1 µM), without a hit: at the top dose activity change, negative = inhibition; 0.25% of 71,000 active; AID 603; further: potency means the concentration at half of the fitted maximal effect; on the % scale 0 is the no-effect control and ±100 the full control effect
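Reconstituted *E. coli* holoenzyme (0.35 nM Pol III, 1 nM beta, 154 nM SSB, 2 nM primase) was preincubated with compound for 15 min at RT. Synthesis on 1.4 nM ssM13Gori ran 35 min, then was stopped with PicoGreen/EDTA and read as dsDNA fluorescence.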
Epigenetic mod: epigenetic GFP locus derepression in mouse cells; mouse C127i GFP locus derepression, cytometry, 30 h; Potency, µM (highest dose often 46.1 µM), without a hit: at the top dose GFP derepression (activation); 0.09% of 68,000 active; AID 597; further: % of control where 0% means no effect
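Locus derepression in mouse mammary C127i cells whose integrated CMV-GFP reporter is normally silent; GFP expression after 30 h compound treatment was quantified by counting fluorescent cells.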
HBB splicing: hemoglobin beta splicing modulation; HBB splicing reporter cell assay, activation; EGFP reporter with mutant IVS2-654 intron; response scale: normalised to 500 nM splice-correcting PNA; Potency, µM (top dose mostly 46.1 µM), without a hit: top-dose activation, most hits filed as activators; 0.06% of 65,000 active; further: potency means the concentration at half of the fitted maximal effect; 0% is about no effect
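Compounds were applied for 2 days to HeLa EGFP-654 cells, 500/well in Optimem with 2% FCS. The reporter's EGFP is disrupted by mis-splicing of beta-globin intron IVS2-654. Readout: summed well GFP fluorescence from 488 nm laser scanning; reference was 500 nM antisense […] 654 PNA.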
HADH2 inh: HADH2 (human) dehydrogenase inhibition; Q99714; recombinant HADH2, NADH fluorescence, beta-hydroxybutyryl-CoA; Potency, µM (titrated, usually from 57.1 µM), for the others: at the highest dose activity change, negative = inhibition, usual class: inhibitors; 3.4% of 73,000 active; further: potency means the concentration at half of the fitted maximal effect; on the % scale 0 is the no-effect control and ±100 the full control effect; nearly all actives have a fitted effect of over 60% in size; many of its hits are not listed in these tables
Target sequence (Q99714 whole entry, looked up, one chain of several): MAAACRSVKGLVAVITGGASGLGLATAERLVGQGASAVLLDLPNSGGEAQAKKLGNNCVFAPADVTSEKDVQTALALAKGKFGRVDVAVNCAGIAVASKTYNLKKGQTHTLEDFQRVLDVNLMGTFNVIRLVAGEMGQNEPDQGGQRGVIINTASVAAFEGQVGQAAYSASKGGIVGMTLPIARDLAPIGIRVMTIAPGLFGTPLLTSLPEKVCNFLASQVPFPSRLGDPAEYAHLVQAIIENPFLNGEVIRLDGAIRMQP
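His-tagged recombinant enzyme from E. coli, 20 nM, preincubated 15 min RT with compound; reaction started with 1 mM NAD+ and 90 uM beta-hydroxybutyryl-CoA in 100 mM Tris-HCl pH 9.0. NADH fluorescence (ex 360/em 450) read over 4 min; last-minus-first difference.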
Tau filament bind: binders of human tau filaments; Potency, µM (highest dose often 57.1 µM), for the others: top-dose activity change, negative = inhibition; 2% of 71,000 active; AID 596; P10636; recombinant tau filaments, thioflavin S fluorescence, 15 h; filaments grown with octadecylsulfate alongside compound;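 further: potency means the concentration at half of the fitted maximal effect; on the % scale 0 is the no-effect control and ±100 the full control effect; actives lower thioflavin S fluorescence by blocking filaments or displacing dye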
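His-tagged recombinant human tau (exons 2, 3, 10; 1 uM final) fibrillized with 30 uM sodium octadecylsulfate, 15 h at 37 C, in pH 7.4 HEPES buffer with 10 uM thioflavine S and 5 mM DTT. Reduced ThS fluorescence (450/510 nm) marks activity.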
Starred values were filed as active, the others as inactive; ? = inconclusive; · = not tested or not shown; & = joins results of further samples; [ ] = remark or other dose. Unless noted, the call rests on the fitted dose curve; in most records, active means well fitted curve in the direction sought with a large enough effect; inconclusive means small, poorly fitted or top-dose-only effect, or another doubt; inactive means no such curve, though single readings can be large; an effect the other way counts as inactive or inconclusive. These rows are one share of the data. The share of hits here may be higher or lower than overall.

Order of values: Ub-GFP proteasome | ERK AVP inh | 15-hLO inh | Hsp90 Hop PPI | FLuc inh | CRE Fsk mod | Pol III holo inh | Epigenetic mod | HBB splicing | HADH2 inh | Tau filament bind
CCOC(=O)N1CCN(S(=O)(=O)c2cccc3cccnc23)CC1
  -6% | -5% | -5% | -3% | 0% | 18% | 5% | 0% | -0.8% | 0% | -11%
CC(C)Sc1nc2c(c(=O)n(C)c(=O)n2C)n1C
  6% | ? | -3% | -3% | -3% | ? | 2% | 0% | -1.7% | -2% | 12%
CCN1CCCC(OC(=O)Nc2ccccc2)C1 (centres undefined)
  -3% | 6% | 8% | -3% | -3% | 1% | -1% | 0% | 2.0%[57.5 µM] | -7% | -11%
CN1CCn2c1nc(N1CCOCC1)nc2=O
  1% | -9% | 3% | -2% | 4% | 1% | -2% | 2% | -1.2% | 3% | 0%
CCN(c1cccc(C)c1)S(=O)(=O)c1ccc2[nH]c(=O)c(=O)[nH]c2c1
  -2% | 14% | 1% | -7% | 0% | -6% | -4% | -3% | -2.8% | ? | 0%
COc1ccccc1NC(=O)CN1CCN(CC(=O)Nc2ccc3c(c2)OCCO3)CC1
  3% | -13% | 9% | -6% | 0% | -13% | 2% | 0% | -1.2% | 6% | 15%
CC1(C)Cc2nc3sc4c(=O)n(CC(=O)NCc5ccco5)cnc4c3cc2CO1
  1% | -10% | -5% | -4% | 1% | 1% | 7% | 0% | -1.1% | 11% | 8%
Cc1ccc(-c2nnn(CC(=O)N(CC(=O)NC3CCCCC3)c3cnc4ccccc4c3)n2)o1
  1% | -20% | -11% | -6% | -2% | -7% | -2% | -1% | · | -7% | -4%
COC(=O)N1CCC2(CC1)CCN(c1ncccn1)CC2
  2% | 1% | 6% | -3% | 1%[11.4 µM] | ? | -1% | 0%[9.22 µM] | 2.8% | -1% | -3%
CCc1c(C#N)c(SCc2c(C)noc2C)nc2c1C(=O)CC(C)(C)C2
  8% | 15% | -21% | 4% | 1% | ? | 0% | -3% | -4.0% | -8% | 3%
Cc1ccc(S(=O)(=O)NC2=NCCC2)cc1
  -2% | 18% | -6% | -2% | 1% | 3% | -3% | 7% | 0.2%[57.5 µM] | 3% | 8%
C=CCNC(=O)c1cc(-c2ccc(Br)cc2)on1
  -13% | 17% | 0% | 3% | -12% | ? | 2% | 3% | -0.3% | 10% | -24%
CCOC(=O)c1c(NC(=O)c2ccc(S(=O)(=O)N3CCOCC3)cc2)sc2c1CCN(C)C2
  -2% | -25% | -11% | -12% | -4% | 16µM* | -11% | 0% | -7.1%[0.369 µM] | 13% | 57%
CCOc1ccc(CCNC(=O)CN2CCN(Cc3ccc(F)cc3)C2=O)cc1OCC
  -1% | -3% | 8% | -5% | 0% | -8% | -1% | 0% | -0.7% | 3% | 4%
CCCOC(=O)Nc1nc2ccccc2o1
  1% | 24% | 10% | -5% | -22% | 0% | -3% | -1% | · | -6% | 1%
Nc1cc(C(=O)c2cccs2)ccc1Cl
  -6% | -3% | -24% | -18% | -4% | 12% | -9% | 0% | -0.9%[9.22 µM] | -4% | 16µM*
COc1ccc(NC(=O)Nc2ccc(C)cc2OC(F)F)cc1OC
  4% | ? | -17% | -9% | -2% | 15% | -5% | 2% | 2.7% | 9% | -12%
NC(N)=NC(N)=Nc1ccccc1
  2%&0% | -9%&11% | ? | -6%&0% | 3%&1% | -13%&-4% | 4%&5% | -1%&-2% | 5.7% | 13%&-5% | ?
Cc1ccc(CC(=O)N2CCC(c3nc4c(nnn4Cc4ccccc4)c(=O)[nH]3)CC2)cc1
  -5% | 0% | -4% | -6%[2.3 µM] | 2% | 10µM* | 0% | · | -0.3% | -4% | 65%
Cn1c(=O)c2c(SC3CCCC3)nc(C3CC3)nc2n(C)c1=O
  -6% | · | 8% | 1% | 1% | ? | -5% | · | -0.2% | -2% | 34%
COc1ccc(OC)c(-c2cc(C(=O)Nc3c(C)nn(Cc4ccccc4Cl)c3C)no2)c1
  -11% | 12% | -15% | 4% | -2% | 2.5µM* | -7% | -1% | -1.5% | 25µM* | 369%
CCCn1cc(S(=O)(=O)CC(=O)Nc2ccc(OC)cc2OC)c2ccccc21
  5% | -6% | -12% | -2% | -1% | -5% | 5% | -2% | -1.0% | -23% | 4%
COCCNC(=O)c1ccc2c(c1)nc(C)n2-c1cccc(F)c1
  3% | -29% | 2% | -3% | 0% | 6% | -6% | 0% | -0.5% | 23% | 3%
O=C(Nc1cccc(F)c1)N1CCCC2(CCN(C(=O)c3cnccn3)CC2)C1
  -9% | -27% | 5% | -1% | 1%[11.4 µM] | 0% | -5% | 4%[9.22 µM] | 3.5% | 0% | 3%
Cn1cc(CC(=O)NCCCN2CCCC2=O)c2ccccc21
  8% | -8% | 1% | -2% | -1% | -2% | 2% | -2% | 0.9% | 3% | -6%
O=C(c1ccco1)N1CCN(c2ncccn2)CC1
  11% | -1% | -6% | 0%[2.3 µM] | 6% | -1% | -4% | · | 0.3% | -13% | 3%
CC(=O)[C@H]1[C@H]2[C@H](C(=O)[C@@H]3OC[C@H]2O3)[C@@H]2c3ccccc3C=CN12
  1% | · | · | ? | -13%[11.4 µM] | -15% | -9% | -7%[9.22 µM] | · | ? | 342%
COc1ncc2nc(-c3cn(C)c4ccccc34)c(=O)n(C[C@H]3CCCO3)c2n1
  -4% | -30% | -12% | 0% | 1%[11.4 µM] | 1.6µM* | -9% | -3%[9.22 µM] | -0.1% | 1% | 7%
CCOc1ccc(C2/C(=C(\O)c3ccc(OC)c(OC)c3)C(=O)C(=O)N2c2cc(C)on2)cc1OC (centres undefined)
  2% | 7% | 38%[activator] | -4% | 3% | 2% | -13% | 4% | 2.7%[57.5 µM] | -4% | 3%
CC(C)c1cc(C(N)=O)c(NC(=O)C2CCC2)s1
  1% | ? | -2% | -3% | -4% | ? | -1% | 0% | 1.0% | -6% | -2%
CCCS(=O)(=O)N1CCCC(C(=O)NCc2cccnc2)C1 (centres undefined)
  0% | 3% | 3% | -2% | 1% | 0% | -9% | 2% | 0.7% | -1% | 23%
CCOCC(=O)Nc1nnc(C)s1
  -5% | -7% | 6% | 0% | 0% | -3% | -4% | 0% | · | -14% | -3%
O=C(O)C(=Cc1ccnc2ccccc12)C(=O)O
  4%[9.17 µM] | 9%[11.5 µM] | -6%[11.4 µM] | -1%[11 µM] | 1%[11.4 µM] | -8%[7.6 µM] | -10%[11.4 µM] | 9%[9.22 µM] | 3.9%[9.22 µM] | 2%[11.4 µM] | 7%[11.4 µM]
CCCn1c(-c2ccc(F)cc2)nc2c(NCCCCN(CC)CC)nc(C)nc21
  4% | -19% | 1% | -9% | · | 22% | -2% | · | -1.5% | -12% | 22%

Full records, looked up by structure. Order of values: Ub-GFP proteasome	ERK AVP inh	15-hLO inh	Hsp90 Hop PPI	FLuc inh	CRE Fsk mod	Pol III holo inh	Epigenetic mod	HBB splicing	HADH2 inh	Tau filament bind
Profile of CCCS(=O)(=O)N1CCCC(C(=O)NCc2cccnc2)C1 (centres undefined) → 0%	3%	3%	-2%	1%	0%	-9%	2%	0.7%	-1%	23%
Profile of CCOCC(=O)Nc1nnc(C)s1 → -5%	-7%	6%	0%	0%	-3%	-4%	0%	·	-14%	-3%
Profile of O=C(O)C(=Cc1ccnc2ccccc12)C(=O)O → 4%[9.17 µM]	9%[11.5 µM]	-6%[11.4 µM]	-1%[11 µM]	1%[11.4 µM]	-8%[7.6 µM]	-10%[11.4 µM]	9%[9.22 µM]	3.9%[9.22 µM]	2%[11.4 µM]	7%[11.4 µM]

Screening results as filed in PubChem.
